WRN helicase inh: qHTS for Inhibitors of WRN Helicase; WRN helicase unwinding, fluorescent forked duplex, kinetic; Potency, µM (top dose mostly 114 µM), for the others: at the highest dose activity change, negative = inhibition, most hits filed as inhibitors; 360,000 compounds, 0.46% hits; further: potency means the concentration at half of the fitted maximal effect; on the % scale 0 is the no-effect control and ±100 the full control effect; nearly all actives have a fitted effect of over 55% in size
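Kinetic red-fluorescence monitoring (525/598 nm) tracks WRN helicase activity after 100 nM fluorophore-quencher forked duplex and 2 mM ATP are added to 20 nM enzyme pretreated 15 min at room temperature with compound.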
PLK1 PBD block: qHTS for Inhibitors of PLK1-PDB (polo-like kinase 1 - polo-box domain): Primary Screen. Serine/threonine-protein kinase PLK1 (Homo sapiens), P53350. Plk1 PBD binding of FITC phosphopeptide, fluorescence polarization. Potency, µM, for inactives: max response, negative = inhibition, actives largely listed as inhibitors. 360,000 compounds, 2.8% hits. AID 720504, 2013; further: potency means the concentration at half of the fitted maximal effect; series mostly up to about 57 µM; on the % scale 0 is the no-effect control and ±100 the full control effect; nearly all actives have a fitted effect of over 65% in size
aSyn yeast inh: qHTS of alpha-syn Inhibitors; Yeast expressing alpha-synuclein, growth rescue, BacTiter-Glo, 24 h; Potency, µM (titrated, usually from 46.1 µM), without a hit: top-dose growth rescue (activation), usual class: activators; 370,000 compounds, 0.14% hits; AID 652106, 2013; further: potency means the concentration at half of the fitted maximal effect; % of control where 0% means no effect; nearly all actives have a fitted effect of over 65% in size
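Galactose-induced alpha-syn yeast (OD600=0.02, raffinose-pregrown) + pinned cpd, 24 hr, 30 deg C; growth by BacTiter-Glo luminescence. Growth restoration scores as activation.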
PI5P4Ka inh: qHTS for Inhibitors of phosphatidylinositol 5-phosphate 4-kinase (PI5P4K); Phosphatidylinositol 5-phosphate 4-kinase type-2 alpha (Homo sapiens), P48426; PI5P4Kalpha enzyme, ADP-Glo luminescence, 60 min; stronger effect = lower value; max response, %; 330,000 compounds, 1.2% hits; active means max response of -50% or lower; inconclusive means between -30% and -50%; inactive means -30% or higher; further: value at the top dose of about 77 µM; on the % scale 0 is the no-effect control and ±100 the full control effect
Target sequence (P48426 whole entry, looked up): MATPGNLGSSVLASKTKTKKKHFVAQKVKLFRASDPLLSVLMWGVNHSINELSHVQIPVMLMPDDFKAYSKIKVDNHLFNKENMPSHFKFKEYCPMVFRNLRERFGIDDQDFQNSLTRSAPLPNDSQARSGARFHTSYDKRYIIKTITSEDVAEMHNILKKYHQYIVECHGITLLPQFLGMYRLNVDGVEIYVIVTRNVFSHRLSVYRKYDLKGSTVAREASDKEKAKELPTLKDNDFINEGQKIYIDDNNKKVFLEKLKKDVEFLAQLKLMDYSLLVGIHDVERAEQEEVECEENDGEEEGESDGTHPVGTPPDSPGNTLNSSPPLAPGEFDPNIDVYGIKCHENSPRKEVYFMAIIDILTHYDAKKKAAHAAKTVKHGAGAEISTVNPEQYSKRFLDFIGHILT
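Enzyme plus substrate dispensed, test compounds pinned in, then ATP (5 microM final) added. After 60 min at RT, ADP-Glo reagent 1 for 45 min and reagent 2 for 30 min preceded luminescence imaging.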
FUS suppressor: qHTS for Suppressors of FUS Proteinopathy: Primary screen using FUS-linked yeast assay | S. cerevisiae FUS-expressing, growth rescue, OD600, 24 h | Potency, µM (series often up to 76.6 µM), without a hit: at the top dose growth rescue (activation), hits mostly activators | 390,000 compounds, 0.24% hits | AID 1347120, 2019;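 further: potency means the concentration at half of the fitted maximal effect; plate controls were DMSO vehicle for no effect and reference control for full effect; nearly all actives have a fitted effect of over 55% in size; some results filed as inactive show a strong effect at the top dose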
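Steps: raffinose overnight preculture; dilution to OD 0.005 in 2% galactose minimal medium; compound addition (concentration series); 24hr at 30C, 99% humidity; absorbance read at 600 nm.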
EPAC1 antag: qHTS for Antagonist of cAMP-regulated guanine nucleotide exchange factor 3 (EPAC1): primary screen. Rap guanine nucleotide exchange factor 3 (Homo sapiens), O95398. EPAC1 GEF assay, Rap1b-BODIPY-GDP exchange fluorescence. Potency, µM (top dose mostly 115 µM), for inactives: at the top dose activity change, negative = inhibition, actives largely listed as inhibitors. 360,000 compounds, 0.14% hits. AID 720709, 2013;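 further: potency means the concentration at half of the fitted maximal effect; plate controls were vehicle for no effect and positive control for full effect; nearly all actives have a fitted effect of over 50% in size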
EPAC1 ag: qHTS for Agonist of cAMP-regulated guanine nucleotide exchange factor 3 (EPAC1): primary screen; Rap guanine nucleotide exchange factor 3 (Homo sapiens), O95398; EPAC1 agonist qHTS, biochemical assay; response scale: 100% = response to 6.5 mM cAMP; Potency, µM (doses to about 154 µM), for inactives: at the highest dose activation, usual class: activators; 360,000 compounds, 0.073% hits; further: potency means the concentration at half of the fitted maximal effect; nearly all actives have a fitted effect of over 60% in size
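EPAC1 100 nM, Rap1B–BODIPY-GDP 250 nM, unlabeled GDP 50 uM; compound titration; 5 min RT; kinetic read ex480/em540 at 5-min intervals ×30 min; data normalized to 6.5 mM cAMP agonist control.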
IL-2 act: qHTS of IL-2 Activators; 360,000 compounds, 0.065% hits; activation, % (series mostly up to about 46 µM); IL-2 activation reporter assay, cell-based qHTS; stimulated with anti-CD3/CD4/CD28 beads; in transgenic mouse T cells; in the data active means activation above about 50%; inconclusive means mostly about 30% to 49%; further: 0% is about no effect
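Screening format: compound pinned onto unstimulated transgenic mouse T cells, 60 min incubation, then anti-CD3/anti-CD4/anti-CD28 bead stimulation for 18 hours at 37 degrees C, followed by EGFP and DsRed detection.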
Abeta rescue: qHTS for compounds that reverse cellular toxicity of Amyloid beta (A-beta) peptide in yeast: Primary Screen; yeast expressing A-beta42, growth rescue, OD600, 48 h; response scale: 0% DMSO, 100% iron-clioquinol control; Potency, µM (doses to about 46.1 µM), for inactives: at the highest dose growth rescue, actives largely listed as activators; 410,000 compounds, 0.063% hits; further: potency means the concentration at half of the fitted maximal effect; nearly all actives have a fitted effect of over 55% in size
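Yeast A-beta toxicity model in growth medium with pinned compounds, 48 h at 30 C; growth read as absorbance at 600 nm. Normalized to FeCl3/clioquinol equimolar mix (positive) and DMSO (negative).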
Numbers without * were called inactive; ? = inconclusive; / = not tested or not shown; & = joins results of further samples; [ ] = another dose, or the depositor's remark. Unless noted, the call rests on the fitted dose curve; in most records, active means well fitted curve in the direction sought with a large enough effect; inconclusive means small, poorly fitted or top-dose-only effect, or another doubt; inactive means no such curve, though single readings can be large; an effect the other way counts as inactive or inconclusive.

SMILES	WRN helicase inh	PLK1 PBD block	aSyn yeast inh	PI5P4Ka inh	FUS suppressor	EPAC1 antag	EPAC1 ag	IL-2 act	Abeta rescue
CC1(C)CC2(CCCN(CC(O)(c3ccccc3)c3ccccc3)C2)CCO1 (stereo not drawn)	2%	-2%	-1%	22	11%	-4%	-4%	1.0	-8%
COc1ccccc1CNC(=O)/C=C/c1cc2c(cc1Br)OCO2	-19%	-9%	-17%	-10	54%	-1%	5%	0.3	3%
CN1CCN(c2nc3cc(C(F)(F)F)ccc3n3cccc23)CC1	1%	-8%	-3%&5%	6	-19%	-28%	-9%	-0.2	-15%
Cc1ccc(CN2CCN(Cc3ccc(OCCO)cc3)CC2CCO)o1 (stereo not drawn)	-2%	5%	4%	-2	-3%	-9%	8%	-0.3	19%
Cc1ccc(NC(=O)CSCC(=O)N(C)CCOc2ccc(Cl)cc2)cc1	-4%	-8%	9%	-7	25%	1%	6%	-2.3	19%
C(=C\c1ccccc1)/C=N/Nc1nc2ccccc2s1	-6%	-2%	-43%[inhibitor]	/	4%	2%	16%	-0.2	19%
Cc1ccc(CNC(=O)c2ccc(CNS(=O)(=O)c3ccc4c(c3)C(C)(C)C(=O)N4C)cc2)o1	-4%	-6%	0%	-2	3%	-22%	0%	3.3	-7%
COc1ccc(OC)c(CN(CCCN2CCOCC2)C(=O)Nc2ccccc2)c1	6%	-4%	7%	/	7%	-2%	0%	-2.7	22%
CN(C)Cc1ccccc1Sc1ccc2c(c1)CCCC2	-12%	-14%	1%	-2	19%	11%	2%	-4.4	-13%
COc1ccc(-c2cc(=O)oc3cc(OCC(=O)NCCN4CCOCC4)ccc23)cc1	-4%	-10%	1%	2	-12%	-1%	10%	-2.8	11%
CCC(C)NC(=S)Nc1ccc2nc(N3CCN(CC)CC3)cc(C)c2c1 (stereo not drawn)	-4%	-20%	-8%	0	4%	8%	6%	-0.6	-2%
CC1CCCN(C(=O)c2ccc3c(=O)n(C4CCCC4)c(=S)[nH]c3c2)C1 (stereo not drawn)	-7%	0%	-1%	-5	2%	-4%	0%	-2.6	10%
CCn1nc(C)c(CN2CCC(Oc3ccc(C(=O)N4CCCC4)cc3)CC2)c1C	1%	-4%	-6%	-1	6%	-7%	-7%	-1.3	-2%
CCOC(=O)Cc1cnc(NC(=O)c2ccccc2)s1	-12%	-3%	-11%	/	11%	7%	11%	5.0	-3%
Cc1c(C(=O)OCC(=O)Nc2ccc3c(c2)OCO3)cccc1[N+](=O)[O-]	-3%	-13%	4%	-12	/	-5%	12%	0.0	3%
O=C(O)CC(C(=O)O)C(=Cc1ccccc1)c1ccccc1 (stereo not drawn)	5%	4%	1%	-4	-14%	3%	3%	-3.7	6%
CCC(=O)Nc1cccc(C2=NOC3(C2)C[C@H](C(N)=O)N(C(=O)CC#N)C3)c1 (stereo partly drawn)	8%	-3%	-1%	-3	-24%	-22%	0%	-0.1	-5%
CC(=O)C(Sc1ccc2nnc(-c3ccc(F)cc3)n2n1)C(C)=O	-5%	-8%	-7%	-13	31%	-2%	1%	0.7	-8%
CCCCNS(=O)(=O)c1ccc2nc(SCC(=O)c3ccccc3OC)[nH]c2c1	-7%	-1%	3%	/	45%	-5%	13%	-2.3	3%
CCN=C1SC(C(=O)Nc2ccc(OCC)cc2)CC(=O)N1CC (stereo not drawn)	7%	1%	-22%	1	8%	-6%	-10%	-2.7	-14%
Cc1noc(C)c1COc1ccc(C(=O)N2CCCC(C(N)=O)C2)cc1 (stereo not drawn)	-3%	-6%	-1%	7	17%	12%	7%	-1.3	-5%
O=C(O)c1ccc(NC(=O)c2cc3ccccc3o2)cc1	1%	-1%	12%	1	-8%&18%	-8%	-5%	-1.2	3%&-11%
S=C(Nc1ccc2[nH]ccc2c1)NC1CCCCC1	-10%	-5%	-2%	-2	-10%	4%	6%	0.4	?
CC1(C(=O)NCc2ccccc2)CN(S(C)(=O)=O)CC(=O)N1CCc1c[nH]c2ccccc12 (stereo not drawn)	-2%	2%	2%	1	20%	0%	4%	0.2	-3%
Cn1c(-[n+]2c(-c3ccccc3)cc(-c3ccccc3)cc2-c2ccccc2)nc2c([N+](=O)[O-])cccc21	-33%	-3%	0%	1	28%	?	11%	-6.5	-6%
CSCC[C@H](NC(=O)c1ccco1)c1nnc2ccccn12	-5%	-7%	-1%	6	-11%	-7%	7%	0.8	/
CC(C)(C)c1ccccc1OCC(=O)NCCCn1ccnc1	4%	5%	-2%	-6	-16%	0%	-3%	0.3	-16%
O=C(NCC1CCCO1)c1ccc(NS(=O)(=O)c2cccs2)cc1 (stereo not drawn)	-6%[11.6 µM]	-25%	-4%	-27	26%	-21%	5%	-2.6	-3%
CC1CCN(C(=O)C(=O)Nc2sc3c(c2C(=O)O)CC(C)(C)OC3)CC1	4%	-10%	-5%	-6	10%	12%	11%	-2.6	9%
CC(=O)N1CCc2cc(S(=O)(=O)N3CCCCC3C)ccc21 (stereo not drawn)	-11%	-14%	-7%	-7	-12%	?	3%	1.4	-8%
COc1ccc(-n2nnc3c(SC(C(C)=O)C(=O)N(C)C)ncnc32)cc1 (stereo not drawn)	4%[57.1 µM]	24µM*	-10%	-9	-1%	15%	-6%	-2.1	9%
CCOC(=O)C1=CCN(S(=O)(=O)c2ccc(C)cc2)C1c1ccc(CC)cc1 (stereo not drawn)	-14%	-12%	14%	22	42%	?	-5%	-0.9	-3%
CC(O)c1nc2ccccc2n1CCCOc1ccccc1 (stereo not drawn)	-17%	-12%	-4%	2	-1%	?	11%	-2.1	-8%
CCOC(=O)CCn1nc(-c2ccccc2)cc1N	-6%	-10%	-2%	-3	13%	11%	0%	-3.2	-9%
CCCn1cc(S(=O)(=O)c2ccccc2)c(=O)c2cc(CC)ccc21	7%	-14%	-5%	-4	3%	11%	0%	-0.5	1%
O=C(c1ccc(F)c(S(=O)(=O)N2CCOCC2)c1)N1CCN(c2ccc(F)cc2)CC1	8%	1%	0%[1.84 µM]	2	31%	5%	-9%	-0.5	-11%
CCNC(=O)c1ccc(NC(=O)CC2SC(N3CCCCC3)=NC2=O)cc1 (stereo not drawn)	-7%	-2%	6%	-4	-12%	-2%	8%	-0.6	-1%
O=C(N/N=C/c1ccccc1F)c1cccc2ccccc12	6%	4%	-3%	-3	-20%	1%	6%	-0.2	1%
CC(Oc1ccc2c(c1)oc(=O)c1ccccc12)C(=O)NCCCN1CCOCC1 (stereo not drawn)	2%	-19%	-8%	0	-32%	-7%	-1%	-3.0	-7%
O=C(O)c1cccc(N2C(=O)CSC2c2ccccc2)c1 (stereo not drawn)	-1%	-6%	-19%	0	23%	3%	-10%	-0.8	-13%
COc1ccc(NC(=O)c2sc(=O)n(Cc3ccc(SC)cc3)c2C)cc1OC	-6%[57.1 µM]	3%	0%	-24	-2%	?	8%	-1.0	-2%
CC(C)c1ccc(NC(=O)CSc2ncccc2C(=O)Oc2cccc([N+](=O)[O-])c2)cc1	12%	-17%	-5%	2	16%	-29%	-23%	1.0	-16%
N#Cc1ccccc1NC(=S)NC(=O)C1CCC1	-9%	?	12%	-4	-15%	-23%	2%	-1.8	1%
CC(C(=O)Nc1ccc2[nH]c(=O)[nH]c2c1)N1CCN(Cc2ccc3c(c2)OCO3)CC1 (stereo not drawn)	3%	0%	6%	-2	-14%	-4%	-10%	0.1	-10%

Bioassay records deposited in PubChem BioAssay by National Center for Advancing Translational Sciences (NCATS).
